Screens from PubChem.
Anesthetic bind: binds horse apoferritin like a general anesthetic | P02791 | apoferritin/1-aminoanthracene competitive binding, fluorescence | Potency, µM (top dose mostly 77.5 µM), inactives show at the top dose activity change, negative = displacement, hits mostly inhibitors | 0.074% of 350,000 active | AID 485281; further: potency means the concentration at half of the fitted maximal effect; on the % scale 0 is the no-effect control and ±100 the full control effect; nearly all actives have a fitted effect of over 20% in size
Target sequence (P02791 2-175 limits assumed): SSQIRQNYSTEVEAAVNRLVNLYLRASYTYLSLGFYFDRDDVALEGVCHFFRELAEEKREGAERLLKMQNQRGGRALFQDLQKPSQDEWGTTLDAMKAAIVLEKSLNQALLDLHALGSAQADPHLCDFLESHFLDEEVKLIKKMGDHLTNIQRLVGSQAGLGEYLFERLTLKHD
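Apoferritin-based anesthetic binding model; compound displacement of fluorescent 1-AMA measured as endpoint fluorescence after 10 minutes at room temperature, scaled to free-ligand and complex controls.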
RXFP1 ag: RXFP1 (human) receptor agonism; 0.3% of 370,000 active; HEK293T-RXFP1 cAMP TR-FRET, 30 min; response scale: percent of porcine relaxin response, buffer zero; Q9HBX9; Potency, µM (highest dose often 57.5 µM), for inactives: at the highest dose activation, usual class: activators; further: potency means the concentration at half of the fitted maximal effect; on the % scale 0 is the no-effect control and ±100 the full control effect; nearly all actives have a fitted effect of over 60% in size; many of its hits are not listed in these tables
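HEK293 cells stably expressing RXFP1, treated 30 min at 37C with compounds plus PDE4 inhibitor Ro 20174; cAMP measured by HTRF TR-FRET. Normalized to buffer and 29 nM porcine relaxin; EC50 by Hill fit.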
D1 potentiator: enhances dopamine response at the human D1 receptor | P21728 | 0.036% of 360,000 active | AID 504651 | HEK293 TREx D1 cells, calcium flux, dopamine EC20 potentiation | potentiation, % at 10 µM; in the data active means potentiation above about 30%; further: 0% is about no effect
TRHR agonist: TRH receptor (human) agonism | activation, % at 2 µM | TRHR cells, calcium flux fluo-8, FDSS agonist mode | 0.18% of 360,000 active; in the data active means activation above about 30%; further: 0% is about no effect
Target sequence (P34981 whole entry, looked up): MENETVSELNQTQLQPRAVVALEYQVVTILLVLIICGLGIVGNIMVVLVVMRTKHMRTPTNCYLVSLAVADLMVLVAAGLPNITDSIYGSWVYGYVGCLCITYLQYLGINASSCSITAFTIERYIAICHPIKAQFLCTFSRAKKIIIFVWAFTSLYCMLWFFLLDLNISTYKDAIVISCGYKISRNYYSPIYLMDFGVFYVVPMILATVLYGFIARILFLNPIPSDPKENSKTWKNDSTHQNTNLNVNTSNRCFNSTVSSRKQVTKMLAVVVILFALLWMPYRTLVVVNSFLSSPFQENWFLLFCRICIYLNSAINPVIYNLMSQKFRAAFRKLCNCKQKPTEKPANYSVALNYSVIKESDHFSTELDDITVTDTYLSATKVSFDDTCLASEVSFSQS
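Agonist-mode FDSS calcium read (Ex 480/Em 530, 1 s cycles) in 1536-well TRHR cells with fluo-8 dye, after 10-cycle baseline and 23 nL compound addition; TRH at EC20 (10 nM final) added afterwards for the enhancer phase.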
D1 antag: blocks dopamine activation of the human D1 receptor; activity change, negative = inhibition, % at 10 µM; HEK293 TREx D1 cells, calcium flux, dopamine EC80; stronger effect = lower value; 3.2% of 360,000 active; in the data active means activity change below about -30%; further: on the % scale 0 is the no-effect control and ±100 the full control effect
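HEK293 T-REx cells expressing inducible, force-coupled D1 receptor; no-wash Ca dye, 30–90 min RT. Cmpd → 180 s read at 1 Hz → EC80 DA → 180 s read.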
TRHR PAM: allosteric enhancers of human TRH receptor | TRHR cells, fluo-8 calcium fluorescence, EC20 TRH enhancement | enhancement, % at 2 µM | 0.66% of 360,000 active | AID 493056; in the data active means enhancement above about 30%; further: 0% is about no effect
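Enhancer read-out: after compound pinning and an initial kinetic agonist-mode read, an EC20 of TRH (10 nM final) was injected and fluo-8 calcium signal (Ex 480/Em 530) followed at 1 s/cycle for 100 cycles in TRHR-expressing cells.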
D1 agonist: human D1 receptor agonism | 1% of 360,000 active | P21728 | HEK293 T-REx D1 cells, calcium flux, agonist mode | AID 504660 | activation, % at 2 µM; in the data active means activation above about 30%; further: 0% is about no effect
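Inducible HEK293 T-REx D1 cells, force-coupled to calcium signalling, were plated at 4000 cells/well with tetracycline and held overnight at 30 C. After no-wash calcium dye loading, compound-evoked calcium rise over 180 s flagged agonists.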
RXFP1 antag: blocks the human relaxin receptor RXFP1 | Q9HBX9 | HEK293-RXFP1, relaxin-stimulated cAMP HTRF, 30 min; stronger effect = lower value | activity change, negative = inhibition, % at 57.5 µM | 0.59% of 350,000 active | AID 1259400;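 active means activity change of -60% or lower, but not beyond a set lower limit; inconclusive means change between -60% and -40%, or beyond the set limit; inactive means change above -40%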; further: on the % scale 0 is the no-effect control and ±100 the full control effect
D2 PAM: positively modulates the human D2 dopamine receptor allosterically; HEK293 T-REx D2, calcium flux, EC20 dopamine potentiation; P14416; potentiation, % at 10 µM; 0.34% of 340,000 active;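 active means potentiation over 3 SD above the plate norm, cut at about 30% in these data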; further: 0% is about no effect
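Cells plated with tetracycline inducer and held overnight at 30 C; calcium dye loaded 30–90 min at room temperature; baseline taken, compound added and read 180 s; EC20 dopamine then added and read 180 s.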
Starred values were filed as active, the others as inactive; u = inconclusive; x = not tested or not shown; & = joins results of further samples. Unless noted, the call rests on the fitted dose curve; in most records, active means well fitted curve in the direction sought with a large enough effect; inconclusive means small, poorly fitted or top-dose-only effect, or another doubt; inactive means no such curve, though single readings can be large; an effect the other way counts as inactive or inconclusive. This is a subset, so the mix of outcomes need not match the whole.

SMILES	Anesthetic bind	RXFP1 ag	D1 potentiator	TRHR agonist	D1 antag	TRHR PAM	D1 agonist	RXFP1 antag	D2 PAM
CCOC(=O)c1oc2ccccc2c1NC(=O)CCl	6%	3.2%	-4	0.2	-13	-5	3	-3	-1
CC(C)C(c1nnnn1Cc1cccs1)N1CCN(C(=O)c2ccco2)CC1 (stereo not given)	-8%	0.3%	-2	0.0	3	-3	1	-21	12
CCCCNC(=O)CCCN1C(=O)c2ccccc2Sc2ncccc21	-5%	-0.2%	-5	0.1	-3	-1	2	-11	x
Cc1ccccc1N1C(=O)CN(Cc2sccc2C)C1=S	-23%	-0.4%	-5	-0.2	9	-1	2	x	-2
C=C(C)c1cccc(C(C)(C)NC(=O)NC(c2ccccc2)c2ccc(OC)cc2)c1 (stereo not given)	0%	-2.3%	-2	0.2	3	-4	2	2	3
CCc1noc(C)c1C(=O)NNC(=O)COc1ccc(Br)cc1	-2%	1.8%	8	0.3	6	-2	2	-11	-3
O=C(Nc1ccccc1-c1nnc(SCc2ccccc2Cl)o1)c1ccccc1	-13%	2.5%	-3	0.2	-7	-14	3	-1	-5
COc1cc(S(=O)(=O)n2cnc3ccccc32)ccc1Br	-2%	-1.3%	2	0.5	16	-1	0	7	-1
CC1(C)CC(=O)c2sc(NC(=O)CN3CCOCC3)nc2C1	-2%	0.7%	-2	-0.3	5	-9	3	-7	-7
c1ccc(-c2nnc3sc(Cc4cccs4)nn23)cc1	-2%	0.0%	-7	-0.8	-2	16	-1	-3	8
Cc1ccc(N(CC(=O)N2CCN(c3ccc(F)cc3)CC2)S(=O)(=O)c2c(C)noc2C)cc1	-6%&79%	-4.7%&2.4%	3&7	0.1&-0.1	0&-14	1&2	0&-2	8	-3&5
O=C(CCCSc1nc2ccccc2[nH]1)N1CCN(c2ccccc2)CC1	u	-0.1%	2	-0.4	-19	10	0	-2	12
CCN(CC)S(=O)(=O)c1cccc(C(=O)N/N=C(\C)c2ccc(O)cc2O)c1	6%	-0.1%	3	25	7	-3	10	-32	-7
Cn1cc(CNCCN2CCCCC2=O)c(-c2cccc(Cl)c2)n1	-11%	0.6%	0	0.1	-1	0	2	-12	x
CCCc1nc2oc(C(=O)OCC)c(N)c2c2c1COC(C)(C)C2	-3%	10%	-2	-0.1	12	7	-1	2	0
Cn1c(=O)c2sccc2n2c(CCCC(=O)NCc3cccnc3)nnc12	-5%	13µM*	-2	0.3	1	42*	4	26	12
CCC1=Nc2ccccc2-c2nnc(SC)nc2O1	-6%	6.0%	4	0.2	9	0	0	-2	20
Cc1cc(C)cc(OCCCCCNCCO)c1	6%	-0.6%	14	-0.6	30	5	8	-5	1
CCOC(=O)CSc1nnc([C@@H](NC(=O)OC(C)(C)C)C(C)C)o1	-17%	1.2%	3	0.0	-6	2	5	-10	5
O=C(O)c1ccccc1/C=N/NC(=S)NC1CCCCC1	3%	0.0%	-4	0.1	-7	-7	0	-2	2
COc1ccc(N(C)C(=O)c2cn(CC(C)C)c(=O)c3cc(OC)c(OC)cc23)c(OC)c1	7%	-2.4%	3	0.6	3	-3	0	2	7
CCCCN(C(=O)CCC(=O)Nc1cc(C)on1)C(C(=O)NC1CCCC1)c1cccc(OC)c1 (stereo not given)	1%	0.0%	-5	-0.7	3	-8	1	-7	x
CN(C)CCN(C(=O)c1ccc2c(c1)OCCO2)c1nc2c(Cl)cccc2s1	-8%	-3.1%	-1	0.6	-28	6	13	-22	-18
CN(C)c1ccc(CNC(=O)CCc2ccc(S(=O)(=O)N3CCCCCC3)cc2)cc1	x	2.1%	-4	-0.2	9	-7	4	-4	-3
CCn1nccc1C(=O)Nc1cc(Cl)ccc1Cl	-7%	-0.1%	4	-1.5	1	-4	3	-3	3
COCCNC(=O)c1cc(-c2cccc(OC)c2)on1	-9%	0.0%	-4	0.4	3	-4	2	7	x
CCCC1=C(C(=O)OCC)C(c2cc(Cl)cc(OC)c2OCC(=O)OCC)NC(=O)N1 (stereo not given)	-12%	0.1%	1	0.1	20	-5	2	4	8
CCOC(=O)N1CCN(Cc2nc3cc(NC(=O)c4ccco4)ccc3n2C)CC1	-3%	4.7%	0	-0.4	-3	-2	2	-9	-2
COC(=O)c1ccc(C2/C(=C(\O)c3ccc(OC)c(C)c3)C(=O)C(=O)N2c2cc(C)on2)cc1 (stereo not given)	-10%	20%	-1	-0.9	6	-5	2	3	-1
COc1cc(C=O)cc(Cl)c1OC(=O)N1CCOCC1	13%	0.7%	-3	0.7	-6	-6	0	-8	1
CS(=O)(=O)N(CC(=O)NC1CCCCC1)c1cccc(Cl)c1	-11%	0.5%	-2	0.0	2	-1	2	-2	-15
Cc1ccc(C(=O)Nc2nnc(-c3ccncc3)o2)cc1	-4%	3.8%	-2	-0.9	13	1	2	1	0
CC1CCN(C(=O)COC(=O)CCc2c[nH]c3ccccc23)CC1	-16%	-0.6%	-5	1.1	-10	-2	8	5	0
COc1ccc(C(C)=O)cc1Cn1nc(C)c([N+](=O)[O-])c1C	-15%	6.7%	-4	-0.2	-1	-6	1	11	-2
O=C1CC(c2nnc(Cc3c(F)cccc3Cl)o2)CN1c1ccccc1 (stereo not given)	-12%	0.6%	2	-1.1	2	0	3	7	9
CC(C)C(=O)N1CCC2(CC1)Oc1ccc(F)cc1C(=O)C21CC(c2ccc(Cl)cc2)=NO1 (stereo not given)	0%	0.0%	2	0.3	6	-2	4	x	0

Quoted at random: 6 entries already listed
SMILES	Anesthetic bind	RXFP1 ag	D1 potentiator	TRHR agonist	D1 antag	TRHR PAM	D1 agonist	RXFP1 antag	D2 PAM
O=C(CCCSc1nc2ccccc2[nH]1)N1CCN(c2ccccc2)CC1	u	-0.1%	2	-0.4	-19	10	0	-2	12
CCCCN(C(=O)CCC(=O)Nc1cc(C)on1)C(C(=O)NC1CCCC1)c1cccc(OC)c1 (stereo not given)	1%	0.0%	-5	-0.7	3	-8	1	-7	x
CCOC(=O)c1oc2ccccc2c1NC(=O)CCl	6%	3.2%	-4	0.2	-13	-5	3	-3	-1
COc1ccc(C(C)=O)cc1Cn1nc(C)c([N+](=O)[O-])c1C	-15%	6.7%	-4	-0.2	-1	-6	1	11	-2
COc1ccc(N(C)C(=O)c2cn(CC(C)C)c(=O)c3cc(OC)c(OC)cc23)c(OC)c1	7%	-2.4%	3	0.6	3	-3	0	2	7
CS(=O)(=O)N(CC(=O)NC1CCCCC1)c1cccc(Cl)c1	-11%	0.5%	-2	0.0	2	-1	2	-2	-15

Going on with the list.
SMILES	Anesthetic bind	RXFP1 ag	D1 potentiator	TRHR agonist	D1 antag	TRHR PAM	D1 agonist	RXFP1 antag	D2 PAM
CCc1ccc(CN(C(=O)c2ccc(OC)cc2)C2CCS(=O)(=O)C2)cc1 (stereo not given)	-11%	2.8%	-6	-0.3	-6	2	0	-10	-2
O=C(c1cc(-c2ccc(Cl)cc2)on1)N1CCN(c2ccccc2)CC1	-2%	1.0%	-6	0.3	8	-2	-1	-2	x
Cc1ccc(N2CC(C(=O)Nc3ccc4c(c3)OCCO4)CC2=O)cc1 (stereo not given)	-16%	0.7%	-4	-0.7	-24	1	-2	-18	4
CCOC(=O)n1c(=O)n(Cc2ccc(OC)cc2)c2ccccc21	-12%	-0.5%	2	-0.5	-5	-1	10	-4	11
C=CCn1c(SCC(N)=O)nc2nc3c(cc2c1=O)COC(C)(C)C3	1%	-0.1%	5	0.2	8	1	1	-4	14
COc1ccc(Cn2cc(S(=O)(=O)c3ccc(Cl)cc3)c(=O)c3cc4c(cc32)OCO4)cc1	-11%	7.4%	0	0.5	-42*	17	0	4	1
O=C(CSc1nncs1)NCCNC(=O)CSc1nncs1	x	0.4%	-7	0.6	-15	-3	3	19	2
COc1ccccc1NC(=O)c1sc2nc3c(c(C(F)(F)F)c2c1N)CN(C(C)=O)CC3	-6%	-0.5%	-3	-4.1	0	4	7	-3	27
COc1ccccc1C1(CCNS(=O)(=O)c2ccc(C)cc2)CCOC(C(C)C)C1 (stereo not given)	-13%	2.6%	-12	0.9	3	-4	0	x	7
